High-throughput results deposited in PubChem by several laboratories.
VIM-2 inhibitor: blocks Pseudomonas aeruginosa VIM-2 metallo-beta-lactamase; purified VIM-2, nitrocefin hydrolysis, epi-absorbance fluorescence; inhibition, % at 5.6 µM; AID 1527; hit rate 0.89% among 290,000;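 active = inhibition above the mean of all tested compounds plus 3 SD, cutoff set per screening run, cut at about 7.5% in these data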;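 also: red hydrolysis product quenches plate fluorescence so inhibitors raise well fluorescence; 0% = enzyme with DMSO and 100% = DMSO without enzyme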
IMP-1 inh: inhibitors of Pseudomonas aeruginosa IMP-1 metallo-beta-lactamase | purified IMP-1, nitrocefin hydrolysis, epi-absorbance fluorescence | hit rate 0.45% among 290,000 | inhibition, % at 5.6 µM | AID 1556;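 active = inhibition above the mean plus 3 SD of all compounds in the same screening run, cut at about 4.5% in these data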;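 also: 0% = IMP-1 with DMSO and 100% = DMSO wells lacking enzyme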
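Assay system: purified IMP-1; Quantity: IMP-1 0.2 nM before substrate addition; Medium: HEPES buffer pH 7.1 with ZnSO4 and Brij 35; Incubation: 15 min enzyme–compound preincubation, then 25 min nitrocefin reaction, 25 °C; Signal: fluorescence quenching readout, ex 480/em 530 nm; Controls: DMSO with and without IMP-1; Repeats: singlicate testing.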
GPR7 antag: blocks human GPR7 receptor signaling; P48145; GPR7-expressing cells, fluorescence antagonist assay; inhibition, % at 4.4 µM; hit rate 1.1% among 290,000; AID 1861; in the data active = inhibition above about 16%, passing the limit was not always enough;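 also: cells stimulated with the agonist NPW; 0% = agonist with vehicle and 100% = vehicle without agonist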
M18AAP inhibitor: blocks P. falciparum M18 aspartyl aminopeptidase | inhibition, % at 7.35 µM | hit rate 1.2% among 290,000 | AID 1822 | recombinant PfM18AAP, H-Glu-NHMec fluorogenic cleavage;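 active = inhibition above the campaign mean inhibition over all tested compounds plus 3 SD, cut at about 28% in these data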;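 also: 0% = plate median of test compound wells and 100% = 2 mM ZnCl2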
IDE cell inh: cellular human IDE inhibition. inhibition, % at 5.59 µM. hit rate 0.41% among 320,000. HEK cells, FAbetaB cleavage, fluorescence polarization. AID 434962;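 active = percent inhibition above the average of all tested compounds plus 3 SD, set per screening campaign, cut at about 16% in these data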;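 also: IDE supplied by intact live HEK cells; FP after avidin binding of uncleaved biotin substrate so inhibition keeps polarization high; 0% = DMSO wells and 100% = 60 µM reference IDE inhibitor Ii1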
PHOSPHO1 block: blocks human PHOSPHO1 phosphatase activity | Q8TCT1 | recombinant PHOSPHO1, absorbance phosphatase assay | inhibition, % at 13.3 µM | hit rate 1.1% among 290,000 | AID 1565; in the data active = inhibition above about 60%
pCIP destab: lowers stability of the mouse p/CIP coactivator protein | Q05BA5 | F442A p/CIP-EGFP cells, EGFP fluorescence, 16 h | decrease of EGFP signal, % at 10 µM | hit rate 0.01% among 290,000;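 active = EGFP signal decrease of at least 30% at 10 µM or well 3 SD below plate mean, unless failing retest; inactive = the rest, including hits failing retest or dose response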; also: some compounds called inactive have numbers as strong as hits; many of its hits are not listed in these tables
Target sequence (Q05BA5 1-1403): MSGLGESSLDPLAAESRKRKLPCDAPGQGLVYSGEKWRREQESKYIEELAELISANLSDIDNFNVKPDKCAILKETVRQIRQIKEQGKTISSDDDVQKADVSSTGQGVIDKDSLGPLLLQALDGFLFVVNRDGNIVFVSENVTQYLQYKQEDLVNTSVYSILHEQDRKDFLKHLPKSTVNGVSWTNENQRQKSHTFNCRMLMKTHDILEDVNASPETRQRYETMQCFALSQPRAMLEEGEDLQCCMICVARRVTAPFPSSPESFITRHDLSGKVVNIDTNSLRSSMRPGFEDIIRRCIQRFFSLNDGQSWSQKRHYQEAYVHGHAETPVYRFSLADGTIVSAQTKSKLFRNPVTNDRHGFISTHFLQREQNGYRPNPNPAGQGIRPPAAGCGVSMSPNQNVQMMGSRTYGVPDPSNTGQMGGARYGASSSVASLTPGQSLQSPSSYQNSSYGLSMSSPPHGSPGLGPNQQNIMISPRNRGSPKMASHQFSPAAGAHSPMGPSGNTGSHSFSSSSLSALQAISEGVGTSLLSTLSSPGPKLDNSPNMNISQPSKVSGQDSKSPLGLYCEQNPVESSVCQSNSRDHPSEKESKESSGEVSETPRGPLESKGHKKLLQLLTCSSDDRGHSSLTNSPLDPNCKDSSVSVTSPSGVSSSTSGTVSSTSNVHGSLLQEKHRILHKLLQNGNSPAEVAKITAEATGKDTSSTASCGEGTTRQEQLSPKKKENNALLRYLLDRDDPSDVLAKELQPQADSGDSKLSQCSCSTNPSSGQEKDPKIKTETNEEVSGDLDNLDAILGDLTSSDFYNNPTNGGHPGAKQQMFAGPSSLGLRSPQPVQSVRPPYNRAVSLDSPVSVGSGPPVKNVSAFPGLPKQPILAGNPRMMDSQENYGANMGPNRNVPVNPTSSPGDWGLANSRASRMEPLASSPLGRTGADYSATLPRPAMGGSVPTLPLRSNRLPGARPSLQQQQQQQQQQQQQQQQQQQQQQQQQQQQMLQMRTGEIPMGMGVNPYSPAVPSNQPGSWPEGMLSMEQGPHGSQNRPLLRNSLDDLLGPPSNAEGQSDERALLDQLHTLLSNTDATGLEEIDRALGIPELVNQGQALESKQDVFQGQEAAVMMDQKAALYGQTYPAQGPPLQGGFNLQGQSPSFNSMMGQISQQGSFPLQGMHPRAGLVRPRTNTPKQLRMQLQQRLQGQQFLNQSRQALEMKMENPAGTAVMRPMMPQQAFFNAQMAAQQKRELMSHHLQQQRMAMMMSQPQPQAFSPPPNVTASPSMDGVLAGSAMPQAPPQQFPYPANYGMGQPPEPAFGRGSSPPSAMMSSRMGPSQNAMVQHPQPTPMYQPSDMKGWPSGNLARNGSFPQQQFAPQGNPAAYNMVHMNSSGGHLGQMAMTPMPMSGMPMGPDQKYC
NALP1 inh: blocks the NALP1 inflammasome reconstituted in yeast; S. cerevisiae NALP1/ASC/caspase-1 growth, X-gal OD620, 72 h; inhibition, % at 10 µM; hit rate 0.61% among 280,000; AID 2071; in the data active = inhibition mostly above about 24%, no sharp cut-off; inactive = mostly below about 32%; also: some compounds called inactive have numbers as strong as hits
IDE cell activ: activators of human insulin-degrading enzyme in cells; P14735; HEK cells, FAbeta-B cleavage, fluorescence polarization; 0% vehicle, 100% cell-free pure enzyme wells; activation, % at 5.96 µM; hit rate 0.073% among 340,000; AID 493087;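 active = activation above the mean of all tested compounds plus 3 SD, set per screening campaign, cut at about 17% in these data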
The depositor's hits bear a star; nt = no result given.

entry	Molecule	PHOSPHO1 block	NALP1 inh	IDE cell inh	IMP-1 inh	VIM-2 inhibitor
1	Cc1cccc(CCNC(=O)C2CCCN(c3cnccn3)C2)c1 (stereo unspecified)	30	15	3	-0.7	-2.8
2	COc1cc(/C=N/NC(=O)c2ccncc2)ccc1Oc1ccc([N+](=O)[O-])cn1	-11	32	5	-4.9	-5.5
3	CN(C)c1ccc(-c2nnc(-c3cccs3)o2)cc1	4	-3	5	-1.4	-0.5
4	Cc1cccc(CCNC(=O)CCS(=O)(=O)c2cc3c(cc2Cl)NC(=O)CO3)c1	15	0	6	-0.4	-1.2
5	O=C1CC(=C2c3ccccc3-c3ccccc32)C(=O)N1CCN1CCN(c2cccc(Cl)c2)CC1	nt	nt	2	0.5	1.1
6	Cc1nn(-c2ccccc2)c(C)c1/C=N/O	13	1	1	-3.2	-1.7
7	COc1ccc(NC(=O)CSc2ccccn2)cc1	8	15	1	-1.3	1.0
8	COc1ccc2c(c1)CCc1c(C(=O)N3CCc4ccccc4C3)noc1-2	-14	38	4	-2.7	-0.2
9	c1ccc(-c2ccc(C3=Nn4c(Cn5nnc6ccccc65)nnc4SC3)cc2)cc1	-27	1	4	-2.7	-2.7
10	Cc1nnc(SCC(=O)n2c3c(c4ccccc42)CCCC3)s1	-2	12	-2	-0.5	9.8*
11	CCCNC(=O)c1cc(-c2ccc(Br)cc2)on1	-7	6	-1	-10	-2.5
12	COc1ccc(NC(=O)c2sccc2C)c([N+](=O)[O-])c1	15	nt	2	-1.8	-2.2
13	CCOc1ccc(-c2nnn(CC(=O)Nc3ccccc3OC)n2)cc1OCC	6	12	-3	-5.7	-3.7
14	CCC(O)(CC)C(=O)N/N=C/c1cc(Br)cc(Br)c1O	-1	-6	-2	-1.2	-4.2
15	O=C(N/C(=C\c1cccc([N+](=O)[O-])c1)C(=O)N1CCCCC1)c1cccs1	0	32	-4	-1.8	-2.7

entry	pCIP destab	M18AAP inhibitor	IDE cell activ	GPR7 antag
1	8	4	4	-8
2	10	7	2	-12
3	-4	-4	4	3
4	13	-3	2	-7
5	nt	-15	-1	-5
6	-8	2	9	-7
7	-12	-10	-2	3
8	-15	-14	-3	-1
9	-18	13	-10	9
10	1	-9	2	-14
11	-20	-14	-4	-11
12	-6	-2	8	-4
13	-1	-1	6	-15
14	1	9	1	-9
15	-14	5	-2	-6

Additional results follow.
entry	Molecule	PHOSPHO1 block	NALP1 inh	IDE cell inh	IMP-1 inh	VIM-2 inhibitor
16	CN(CC(=O)Nc1ccc(N2CCOCC2)cc1)CC(=O)Nc1ccc([N+](=O)[O-])cc1Br	19	10	-1	-3.5	0.1
17	COCc1cc(C)n(CC(=O)Nc2cccc(C)c2)c(=O)c1C#N	4	0	3	-2.1	-3.3
18	COC(=O)c1ccc(COC(=O)c2cnccn2)cc1	37	-15	4	-2.4	0.0
19	CSc1nc(C)cc(OCCNS(=O)(=O)c2ccc(C)cc2)n1	nt	nt	9	-3.3	-4.8
20	Cc1ccc(S(=O)(=O)N2CCCCC2)cc1NC(=O)C1CC(=O)N(Cc2ccccc2)C1 (stereo unspecified)	-7	2	8	-1.9	-2.4
21	Cc1cccc(Cl)c1OCCN1CCCC1	29	5	4	-2.8	-1.3
22	O=C(CN1C(=O)C2C3C=CC(C4CC34)C2C1=O)Oc1ccccc1 (stereo unspecified)	17	4	-4	-3.8	-2.4
23	CC(C)(C)c1ccc(OCC(=O)N2CCCCCC2)c(Br)c1	13	-2	-5	-1.4	1.4
24	Cc1ccc(N(CC(=O)N2CC(=O)Nc3ccccc32)S(=O)(=O)c2ccc3c(c2)OCCO3)cc1	4	-89	1	-0.1	-0.6
25	COc1ccccc1NC(=O)c1ccc2c(c1)N(CC#N)C(=O)C(C)(C)O2	7	-1	10	-5.4	-2.6
26	CCOC(=O)/C(C#N)=C\C=C1C=CN(C)C=C1	-110	-10	52*	-3.0	-0.8
27	Cn1nc(C(C)(C)C)c([N+](=O)[O-])c1C(=O)NCCO	-2	20	2	-1.7	-2.4
28	Cc1oc(-c2ccccc2)cc1C(=O)Nc1ccc(N(C)C)cc1	31	8	-2	-1.3	-4.7
29	COc1cc(/C=C(\C#N)c2nc3ccc(C)cc3[nH]2)cc([N+](=O)[O-])c1O	37	1	nt	-4.3	-3.2
30	Cc1[nH]n(-c2ccccc2)c(=O)c1/C=N/O	22	3	-2	-1.8	-2.4

entry	pCIP destab	M18AAP inhibitor	IDE cell activ	GPR7 antag
16	3	0	0	-8
17	6	-6	3	-13
18	-15	2	3	-12
19	nt	-3	9	5
20	1	-4	4	-10
21	4	6	4	-9
22	0	4	3	-9
23	2	7	10	12
24	-5	11	3	21
25	-17	-8	0	3
26	-139	6	-38	-3
27	-13	-1	0	-9
28	-9	8	2	-10
29	-9	-1	5	-3
30	2	-7	3	10

Later entries:
entry	Molecule	PHOSPHO1 block	NALP1 inh	IDE cell inh	IMP-1 inh	VIM-2 inhibitor
31	CC(=O)Nc1ccc(NC(=O)C(c2ccccc2)c2ccccc2)cc1	24	-4	2	-1.1	-0.7
32	Cc1occc1C(=O)NCc1cccs1	5	17	-1	-1.2	-1.2
33	O=C(COC(=O)c1ccc2c(c1)C(=O)N(c1cccc3ncccc13)C2=O)c1ccc(Cl)cc1	-16	35	-3	-3.5	-4.0
34	O=c1c2[nH]c3ccccc3c2ncn1Cc1ccco1	33	-18	3	-1.5	-2.3
35	COc1ccccc1OCC(=O)Nc1cccc(-c2nc3ccccc3o2)c1	16	-2	6	-4.6	-2.8
36	CCC1=C/C(=C/N(C)c2ccccc2)C(=O)S1	24	12	0	6.1*	2.6
37	CCOC(=O)c1nn(-c2sc(C(=O)OC)c(C)c2C(=O)OC)cc1O	14	12	2	-8.2	0.2
38	O=C(Cc1cccs1)N(c1ccc(Cl)cc1)C1C=CS(=O)(=O)C1 (stereo unspecified)	18	14	-6	-1.1	-3.5
39	O=C(COC(=O)CNS(=O)(=O)c1c(Cl)cccc1Cl)Nc1ccccc1Sc1ccccc1	4	25	2	-3.1	-4.1
40	COC(=O)Nc1ccc(S(=O)(=O)Nc2ccc(C(=O)O)cc2)cc1	41	0	4	-0.7	1.8
41	Cc1ccc(-c2nc3ncccc3o2)cc1NC(=O)c1ccco1	nt	nt	-3	-0.3	-1.6
42	COC(=O)c1ccc(CSc2nnc(-c3c[nH]c4ccccc34)n2C)o1	30	8	-3	-2.1	-4.5
43	c1ccc(-c2cc(N3CCCCC3)c3ccccc3n2)cc1	-4	7	2	-3.3	-2.7
44	CN(CC(=O)Nc1nc2ccccc2s1)S(=O)(=O)c1ccccc1	27	8	2	-2.6	-3.1
45	O=c1[nH]c(Cc2ccccc2)nc2ccccc12	37	-2	1	-1.6	-0.5

entry	pCIP destab	M18AAP inhibitor	IDE cell activ	GPR7 antag
31	2	0	4	-14
32	-14	1	-2	-6
33	12	-3	4	-2
34	-5	-14	1	3
35	-8	-1	-1	-16
36	-12	5	-4	3
37	-3	-4	-2	19*
38	-11	4	2	-6
39	3	1	4	-8
40	0	-4	-3	5
41	nt	-10	4	-3
42	-6	9	6	-1
43	-5	-10	0	-22
44	-5	-2	0	-9
45	-14	-1	4	-9

New compounds follow
entry	Molecule	PHOSPHO1 block	NALP1 inh	IDE cell inh	IMP-1 inh	VIM-2 inhibitor
46	Cc1cc(C)cc(NC(=S)N2CCC(NC(=O)c3ccccc3C)CC2)c1	37	-7	8	-3.3	-3.0
47	CC1=C(c2ccc(Cl)cc2)[N+](=O)C(C)(C)N1[O-]	7	20	3	-3.5	-2.9
48	Clc1ccc(OCc2nn3c(-c4ccncc4)nnc3s2)cc1	18	-13	2	-0.3	-1.5
49	COc1ccc(NC(=O)CSc2ccc(-c3ccco3)nn2)cc1	46	16	1	-2.3	-0.6
50	NNC(=O)CNC(=O)c1ccccc1F	0	19	1	-2.9	0.7
51	COc1ccc(NC(=O)CN(C)C(=O)CN2C(=O)c3ccc([N+](=O)[O-])cc3C2=O)cc1	29	13	-1	-0.8	2.3
52	Cc1ccc(N2CCN(S(=O)(=O)N(C)C)CC2)c(C)c1	13	nt	3	-3.3	-1.7
53	COc1cccc(-c2noc(C3CCCN(C(=O)c4ccccc4OC)C3)n2)c1 (stereo unspecified)	34	-1	nt	-2.4	-0.9
54	Cc1ccccc1NC(=O)CN1CCC(NC(=O)Nc2ccccc2)CC1	-1	3	2	-3.4	-1.6
55	N#Cc1ccsc1NC(=O)CN(Cc1ccccc1)Cc1ccccc1	7	12	3	-3.9	-2.5
56	Fc1cccc(Cl)c1C1Nc2cccc3cccc(c23)N1	nt	21	-4	0.8	2.5
57	O=C(Nc1cccnc1)c1ccc(COc2ccccc2Br)o1	0	-10	0	0.6	-1.9
58	CCN(CC)C(=O)CSc1nnc(-c2ccccn2)n1-c1ccc(C)c(C)c1	11	-9	-2	-0.7	1.2

entry	pCIP destab	M18AAP inhibitor	IDE cell activ	GPR7 antag
46	-12	-1	5	-1
47	-6	1	-3	4
48	-8	-4	-2	5
49	6	-11	5	-8
50	0	-10	6	-10
51	-188	-15	8	-1
52	-14	-1	3	-11
53	-3	3	3	-16
54	-13	0	-1	-2
55	0	5	-4	-10
56	-24	3	1	-17
57	0	-4	-4	69*
58	-7	7	-3	4

Some of the entries so far, in transposed form:
46	Cc1cc(C)cc(NC(=S)N2CCC(NC(=O)c3ccccc3C)CC2)c1
47	CC1=C(c2ccc(Cl)cc2)[N+](=O)C(C)(C)N1[O-]
48	Clc1ccc(OCc2nn3c(-c4ccncc4)nnc3s2)cc1
49	COc1ccc(NC(=O)CSc2ccc(-c3ccco3)nn2)cc1
50	NNC(=O)CNC(=O)c1ccccc1F
51	COc1ccc(NC(=O)CN(C)C(=O)CN2C(=O)c3ccc([N+](=O)[O-])cc3C2=O)cc1
52	Cc1ccc(N2CCN(S(=O)(=O)N(C)C)CC2)c(C)c1
53	COc1cccc(-c2noc(C3CCCN(C(=O)c4ccccc4OC)C3)n2)c1 (stereo unspecified)
54	Cc1ccccc1NC(=O)CN1CCC(NC(=O)Nc2ccccc2)CC1
Assay by compound | 46 | 47 | 48 | 49 | 50 | 51 | 52 | 53 | 54
PHOSPHO1 block | 37 | 7 | 18 | 46 | 0 | 29 | 13 | 34 | -1
NALP1 inh | -7 | 20 | -13 | 16 | 19 | 13 | nt | -1 | 3
IDE cell inh | 8 | 3 | 2 | 1 | 1 | -1 | 3 | nt | 2
IMP-1 inh | -3.3 | -3.5 | -0.3 | -2.3 | -2.9 | -0.8 | -3.3 | -2.4 | -3.4
VIM-2 inhibitor | -3.0 | -2.9 | -1.5 | -0.6 | 0.7 | 2.3 | -1.7 | -0.9 | -1.6
pCIP destab | -12 | -6 | -8 | 6 | 0 | -188 | -14 | -3 | -13
M18AAP inhibitor | -1 | 1 | -4 | -11 | -10 | -15 | -1 | 3 | 0
IDE cell activ | 5 | -3 | -2 | 5 | 6 | 8 | 3 | 3 | -1
GPR7 antag | -1 | 4 | 5 | -8 | -10 | -1 | -11 | -16 | -2

Compounds were not picked by outcome; about 5.3% have a hit in one of these screens.
